From PubChem
procasp3 activ – activators of human procaspase-3 D3A mutant, primary screen, biochemical, absorbance, PC-3 D3A mutant, single concentration | Caspase-3 (Homo sapiens), P42574 | recombinant procaspase-3 D3A, Ac-DEVD-pNA absorbance 405 nm | activation, % at 8.5 µM | actives 0.11% (n = 330,000) | AID 463141, 2010;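 active = activation above the mean of all tested compounds plus 3 SD, cut at about 21% in these data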;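 note: 0% = DMSO alone and 100% = DMSO wells spiked with extra 5 µM PC-3 D3A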
Target sequence (P42574 whole entry D9A/D28A/D175A): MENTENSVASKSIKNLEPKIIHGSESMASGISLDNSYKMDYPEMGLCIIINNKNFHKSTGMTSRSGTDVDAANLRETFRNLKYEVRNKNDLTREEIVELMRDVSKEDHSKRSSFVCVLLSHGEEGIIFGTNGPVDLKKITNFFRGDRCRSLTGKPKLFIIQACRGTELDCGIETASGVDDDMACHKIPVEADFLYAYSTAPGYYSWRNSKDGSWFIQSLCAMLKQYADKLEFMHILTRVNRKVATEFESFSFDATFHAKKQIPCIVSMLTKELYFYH
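Compound: 8.5 µM single point, 0.8% DMSO / Material: Autoprocessing-dead procaspase-3 D3A mutant enzyme / Timing: 1 h preincubation plus 2 h reaction at 25 °C / Medium: Zinc-free HEPES/NaCl buffer with 0.01% Triton X-100 at pH 7.4 / Technique: 405 nm absorbance of p-nitroaniline, reads at 0 and 120 min / Repeats: one well per compound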
CIT2-GFP yeast – modulators of CIT2-GFP expression in yeast, primary screen, S. cerevisiae, GFP fusion, multiplex flow cytometry, MLPCN library; S. cerevisiae CIT2-GFP strain, 3 h; 100 means same as DMSO wells; GFP response vs DMSO, % at 10 µM; actives 0.065% (n = 320,000);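 active = GFP response relative to DMSO above a set limit, near the screen mean plus 3 SD, cut at about 150% in these data; inconclusive = Fewer than 70 cells measured for a yeast strain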;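 note: ratio of well median GFP fluorescence to mean of DMSO wells on the plate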
AHR act – AHR activators, primary screen, cell-based, luminescence, luciferase reporter, human. Aryl hydrocarbon receptor (Homo sapiens), P35869. AHR-responsive luciferase reporter cells. activation, % at 5 µM. actives 2.5% (n = 320,000). AID 2796, 2010; in the data active = activation above about 47%;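 note: 0% = vehicle wells and 100% = reference agonist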
MEP2-GFP yeast – modulators of MEP2-GFP levels in yeast, primary screen, S. cerevisiae, multiplex flow cytometry, MLPCN library. S. cerevisiae MEP2-GFP strain, 3 h; 100% = DMSO control level. GFP response vs DMSO, % at 10 µM. actives 0.51% (n = 330,000);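 active = GFP response versus DMSO above a set limit, roughly screen mean plus 3 SD, cut at about 180% in these data; inconclusive = fewer than 70 cells counted for a yeast strain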;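 note: median GFP fluorescence of the barcode-gated MEP2-GFP cells per well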
procasp7 counter – procaspase-7 activators, primary screen, counter-screen for procaspase-3 activator project, biochemical, absorbance, HTS, human. recombinant procaspase-7, Ac-DEVD-pNA absorbance 405 nm; D23A/D198A/D206A triple mutant, cannot self-cleave; scale: DMSO 0, 5 µM enzyme 100. activation, % at 8.5 µM. actives 0.093% (n = 330,000);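 active = percent activation above the screen-wide mean plus 3 SD, cut at about 25% in these data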
Target sequence (P55210 whole entry D23A/D198A/D206A): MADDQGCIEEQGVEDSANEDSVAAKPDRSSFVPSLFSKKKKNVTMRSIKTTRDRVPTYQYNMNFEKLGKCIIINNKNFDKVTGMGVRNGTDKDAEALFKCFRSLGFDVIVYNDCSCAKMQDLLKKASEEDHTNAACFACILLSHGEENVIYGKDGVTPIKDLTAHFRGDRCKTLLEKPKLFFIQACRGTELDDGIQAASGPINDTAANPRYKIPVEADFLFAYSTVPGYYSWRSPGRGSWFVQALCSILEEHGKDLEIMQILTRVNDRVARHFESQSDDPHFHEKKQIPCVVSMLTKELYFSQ
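Material: Procaspase-7 triple mutant (PC-7 D3A) | Quantity: 2 µM procaspase-7 mutant as dispensed | Reagent: DEVD-pNA substrate | Times: 1 h preincubation, 2 h reaction | Technique: 405 nm absorbance of p-nitroaniline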
LAP4-GFP MLPCN – modulators of LAP4-GFP expression in yeast, primary screen, S. cerevisiae, multiplex flow cytometry, MLPCN library; AID 2023, 2009; actives 0.34% (n = 320,000); 3 h; median GFP as percent of DMSO wells; GFP response vs DMSO, % at 10 µM;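 active = GFP response vs DMSO above a set limit, about the screen mean plus 3 SD, cut at about 150% in these data; inconclusive = under 70 cell events counted for the yeast strain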
RPL19A-GFP yeast – RPL19A-GFP expression modulators in yeast, primary screen, cell-based, S. cerevisiae, multiplex flow cytometry, MLPCN; S. cerevisiae RPL19A-GFP strain, 3 h; hits give low values; percent response vs DMSO, % at 10 µM; actives 0.3% (n = 330,000); AID 2025, 2009;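 active = percent response vs DMSO below 50%; inconclusive = fewer than 70 events counted for the yeast strain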;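 note: median channel GFP fluorescence of the barcoded RPL19A-GFP strain; ratio of sample median GFP to plate DMSO average so 100% = DMSO; lower means less RPL19A-GFP as with rapamycin TOR inhibition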
AGP1-GFP MLPCN – modulators of AGP1-GFP expression in yeast TOR pathway, primary screen, cell-based, multiplex flow cytometry, S. cerevisiae, MLPCN library. 3 h; GFP as percent of DMSO wells. GFP response vs DMSO, % at 10 µM. actives 0.02% (n = 320,000). AID 2066, 2009;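 active = GFP response relative to DMSO above a set limit, near screen average plus 3 SD, cut at about 150% in these data; inconclusive = fewer than 70 cells counted for the yeast strain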;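 note: median GFP channel fluorescence of the gated AGP1 strain per well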
* marks the source's active call; other numbers are inactive results; ? = inconclusive; . = no result given.

No.	Compound	procasp3 activ	CIT2-GFP yeast	AHR act	MEP2-GFP yeast	procasp7 counter	LAP4-GFP MLPCN	RPL19A-GFP yeast	AGP1-GFP MLPCN
1	NC(=O)CC[C@H](NC(=O)[C@H](Cc1ccccc1)n1c(=O)[nH]c2ccccc2c1=O)C(=O)N1CCC[C@H]1C(=O)O	6	106	0	114	-1	105	103	108
2	CC1(C)C(=O)Nc2ccccc2N1C(=O)COC(=O)CSc1ccc(Cl)cc1	3	111	0	97	-10	98	97	99
3	COc1ccccc1OCCCCN1CCN(c2ccccc2OC)CC1	-5	102	-1	103	-10	97	100	103
4	CNC(=O)NC(=O)COC(=O)/C=C/c1cccc(Br)c1	8	90	2	97	12	95	99	95
5	COc1ccc(C(=O)NC2CC3CCCC(C2)N3CC(C)C)cc1 (stereo unspecified)	5	104	3	116	-7	108	101	105
6	Cc1[nH]nc2c1C(c1cccs1)C1=C(CCCC1=O)N2 (stereo unspecified)	7	98	1	100	6	106	97	106
7	COc1ccccc1NCCC(=O)OCC(=O)Nc1ccccc1Cl	-2	104	1	106	6	101	101	101
8	O=C(NCc1ccccn1)c1ccc(NC(=O)c2ccco2)cc1	3	105	13	102	11	103	97	103
9	COc1ccc(-c2cn[nH]c2-c2ccc(OCC(=O)NN)cc2O)cc1OC	3	92	7	97	12	91	99	88
10	COc1ccc(Br)cc1C(=O)Nc1ccc(N2CCN(S(C)(=O)=O)CC2)cc1	0	.	-6	98	0	85	102	99
11	N/C(=N/OS(=O)(=O)c1ccc([N+](=O)[O-])cc1)c1ccncc1	3	106	-1	111	-7	98	107	102
12	CC(=O)Nc1ccc(OS(=O)(=O)c2ccc(C)cc2C)cc1	-1	95	-14	97	6	109	96	100
13	O=C(O)C1CCCN(S(=O)(=O)c2ccccc2[N+](=O)[O-])C1 (stereo unspecified)	-4	85	0	90	12	83	83	85
14	CCCCN1C(=O)C(O)=C(C(C)=O)C1c1ccccc1[N+](=O)[O-] (stereo unspecified)	1	106	22	109	4	95	102	102
15	CCCn1c(=O)c(C(=O)Nc2c(C)n(C)n(-c3ccccc3)c2=O)c(O)c2ccccc21	-1	98	0	99	6	92	97	86
16	Clc1c(CSc2nc3ccccc3o2)nc2sccn12	-2	97	16	103	3	107	95	93
17	O=C(NCCc1c[nH]c2ccccc12)C1CCN(S(=O)(=O)c2ccc(F)cc2)CC1	14	101	17	106	5	91	102	103
18	O=C1c2ccccc2S(=O)(=O)c2cc(N3CCOCC3)ccc21	-20	94	17	97	-21	131	104	93
19	CC1CCN(CCCCOc2ccccc2F)CC1	0	96	-1	94	0	93	101	95
20	CCOC(=O)C1(CC2CC2)CCN(C(=O)c2cc(C3CC3)nc3ccccc23)CC1	13	97	2	97	0	113	96	105

4 of the compounds above, with two lines to a compound.
Each structure is followed by: procasp3 activ	CIT2-GFP yeast	AHR act	MEP2-GFP yeast	procasp7 counter	LAP4-GFP MLPCN	RPL19A-GFP yeast	AGP1-GFP MLPCN
#17 O=C(NCCc1c[nH]c2ccccc12)C1CCN(S(=O)(=O)c2ccc(F)cc2)CC1
 : 14	101	17	106	5	91	102	103
#18 O=C1c2ccccc2S(=O)(=O)c2cc(N3CCOCC3)ccc21
 : -20	94	17	97	-21	131	104	93
#19 CC1CCN(CCCCOc2ccccc2F)CC1
 : 0	96	-1	94	0	93	101	95
#20 CCOC(=O)C1(CC2CC2)CCN(C(=O)c2cc(C3CC3)nc3ccccc23)CC1
 : 13	97	2	97	0	113	96	105

The listing continues:
No.	Compound	procasp3 activ	CIT2-GFP yeast	AHR act	MEP2-GFP yeast	procasp7 counter	LAP4-GFP MLPCN	RPL19A-GFP yeast	AGP1-GFP MLPCN
21	O=C(O)c1ccc(CSCc2ccccc2Cl)o1	10	115	-3	108	6	91	109	101
22	COC(=O)c1ccccc1NC(NC(=O)c1ccco1)C(=O)c1ccccc1 (stereo unspecified)	10	107	2	101	1	94	98	101
23	COc1cc(Cl)ccc1OCc1cc(C(=O)N2CCCCC2c2cccnc2)no1 (stereo unspecified)	0	101	22	99	0	89	99	102
24	O=c1[nH]c(CN2CCN(c3ccc(O)cc3)CC2)nc2scc(-c3ccc(Cl)cc3)c12	-19	97	6	100	-39	107	97	101
25	COc1ccc(C(=O)NC(=S)N2CC(C)OC(C)C2)cc1 (stereo unspecified)	3	103	2	106	4	101	100	100
26	O=C(C1CC(=O)N(c2ccc(Cl)cc2)C1)N1CCC(c2nc3ccccc3[nH]2)CC1 (stereo unspecified)	4	111	1	108	9	106	108	113
27	O=C(CSCc1ccco1)c1cccs1	-2	104	1	103	-10	106	103	95
28	CCOC(=O)c1c(C)[nH]c(C(=O)N2CCc3cc(OC)c(OC)cc3C2)c1C	4	103	18	97	9	101	93	102
29	COc1ccc(OCCn2ccnc2)cc1	7	123	3	114	2	106	111	117
30	C/C(=N\Nc1ccc([N+](=O)[O-])cc1)c1ccc2c(c1)OCO2	0	117	0	112	3	96	106	100
31	Cn1c(=O)n(C)c2cc(/C=N/n3cnnc3)ccc21	-1	98	6	102	-2	97	95	95
32	CON(c1nc(Cl)nc(N(C)C)n1)S(=O)(=O)c1ccc(C)cc1	-1	87	0	101	4	119	99	92
33	COc1ccc(S(=O)(=O)CC(=O)Nc2ccccc2Cl)cc1	-1	98	-4	96	-1	93	96	100
34	COc1ccc(N(C)S(=O)(=O)c2cccc(C(=O)OCC(=O)NCc3ccccc3OC)c2)cc1	-2	98	0	105	9	103	103	100
35	O=[N+]([O-])c1ccccc1S(=O)(=O)c1ccccc1[N+](=O)[O-]	3	103	1	105	-5	95	106	104
36	N#CC1(NC(=O)CSc2nncn2-c2ccccc2F)CCCC1	-1	101	-1	105	2	101	101	102
37	Cc1cc(C(=O)N/N=C/c2c(C)[nH]c3ccccc23)n[nH]1	0	94	17	98	1	110	95	109
38	CN1CCN(CCC(=O)N/N=C/c2cc3c(cc2[N+](=O)[O-])OCO3)CC1	7	104	0	90	-6	75	100	94
39	Cc1ccc2oc(=O)c3cnn(CC(=O)N4CCCCCC4)c3c2c1	15	102	7	104	-4	110	101	106
40	Cc1c(C(=O)OCC(C)(C)CN(C)C)oc2ccccc12	-5	.	6	97	-6	85	98	94
41	Cc1ccccc1CNC(=O)C1CCC(=O)N(C2CC2)C1 (stereo unspecified)	7	100	-2	103	0	101	100	101
42	COc1ccc(NC(=O)C(c2ccccn2)N(C(C)=O)c2ccc(C)cc2)cc1 (stereo unspecified)	-2	90	26	65	0	79	96	87
43	NC(=O)c1ccc(NC(=O)c2cc(S(=O)(=O)N3CCCCC3)ccc2N2CCOCC2)cc1	5	92	0	98	6	103	96	99
44	CC1CCN(CCCCOc2ccc(C(C)(C)C)cc2)CC1	2	97	-1	99	2	.	89	97
45	CCC(C(=O)Nc1nccs1)(C(F)(F)F)C(F)(F)F	2	?	1	?	-6	?	?	?
46	Nc1ccc(-c2ccc(N)cc2C(F)(F)F)c(C(F)(F)F)c1	-2	95	0	109	-7	104	96	108
47	CC1CCC2(CC1)NC(=O)N(CC(=O)c1cccn1C)C2=O (stereo unspecified)	6	100	5	100	3	94	105	106
48	CCN(CC)S(=O)(=O)c1ccc(Cl)c(NC(=O)COc2ccc3c(C)cc(=O)oc3c2)c1	10	93	-3	104	-3	93	94	95
49	CCn1c(SCC(=O)N(C)C2CCS(=O)(=O)C2)nnc1-c1ccccc1 (stereo unspecified)	-4	103	2	100	-6	91	108	105
50	CC(C)(C)S(=O)(=O)c1ccc2nc3c(n2c1)CCCC3	-1	89	-1	95	10	93	93	90
51	Cc1ccc(C(CNS(=O)(=O)c2ccc(C)cc2)N2CCN(C)CC2)cc1 (stereo unspecified)	9	102	-1	95	9	108	101	114
52	COc1ccccc1NCCC(=O)OCC(=O)Nc1ccc(Cl)cn1	6	92	1	107	5	99	102	99
53	COC(=O)Cc1c(C)nc2nc(NCc3ccc(Cl)cc3)[nH]n2c1=O	7	106	2	105	-7	97	104	104
54	CCCCCOC(=O)C1[C@H]2C(=O)N(CCCOC)C[C@]23C=C[C@H]1O3 (stereo partly specified)	2	108	1	107	-3	104	105	.
55	COc1ccc(S(=O)(=O)c2ccc(OC)cc2)cc1	-1	79	2	96	8	102	94	99
56	O=C(Nc1ccc(F)cc1F)NC1CCCc2ccccc21 (stereo unspecified)	-11	104	-2	103	8	104	104	104
57	COc1cc(CO)c(Br)cc1OCC(N)=O	0	97	-2	100	-2	92	99	91
58	CCCC1(CCC)NC(=O)N(CC(=O)c2cc(C)n(-c3ccc4c(c3)OCO4)c2C)C1=O	-15	97	9	107	-18	93	102	106
59	CCNC(=O)C(=O)Nc1cc2c3c(c1)CCC(=O)N3CCC2	4	99	21	101	-3	92	101	100
60	O=C(NN1C(=O)/C(=C\c2ccc(O)c([N+](=O)[O-])c2)SC1=S)c1ccccc1Cl	-13	137	1	175*	-17	154*	63	51
61	O=C(O)c1ccc(COc2ccccc2Cl)cc1	6	107	5	104	-6	111	102	88
62	O=C(/C=C/c1ccc(Cl)cc1)NC1CCS(=O)(=O)C1 (stereo unspecified)	-9	91	4	98	-4	98	98	96

Complete entries, quoted from the list. Order of screens: procasp3 activ, CIT2-GFP yeast, AHR act, MEP2-GFP yeast, procasp7 counter, LAP4-GFP MLPCN, RPL19A-GFP yeast, AGP1-GFP MLPCN
Profile of O=C(/C=C/c1ccc(Cl)cc1)NC1CCS(=O)(=O)C1 (stereo unspecified) : -9, 91, 4, 98, -4, 98, 98, 96
Profile of Nc1ccc(-c2ccc(N)cc2C(F)(F)F)c(C(F)(F)F)c1 : -2, 95, 0, 109, -7, 104, 96, 108
Profile of NC(=O)c1ccc(NC(=O)c2cc(S(=O)(=O)N3CCCCC3)ccc2N2CCOCC2)cc1 : 5, 92, 0, 98, 6, 103, 96, 99
Profile of COc1ccc(S(=O)(=O)c2ccc(OC)cc2)cc1 : -1, 79, 2, 96, 8, 102, 94, 99
Profile of CCCC1(CCC)NC(=O)N(CC(=O)c2cc(C)n(-c3ccc4c(c3)OCO4)c2C)C1=O : -15, 97, 9, 107, -18, 93, 102, 106
